Source: PubChem
PfHsp90 yeast 2: growth inhibition of PfHsp90-expressing yeast, primary screen, antimalarial PfHsp90 inhibitor project, S. cerevisiae, BacTiter-Glo luminescence, single point, set 2. inhibition, % at 9.4 µM. BacTiter-Glo ATP, 48 h; yeast lacking PDR1 and PDR3 efflux regulators. actives 0.32% (n = 310,000);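 active means every replicate shows inhibition above about 80%, whatever the replicate mean, limit read from the data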;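 further: 0% = DMSO neutral controls and 100% = 20 µM radicicol positive controls; yeast relying on Plasmodium falciparum Hsp90 in place of its own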
MOR-DOR ag: agonists of OPRM1-OPRD1 heterodimerization, primary screen, cell-based, luminescence. cells. Mu-type opioid receptor (Homo sapiens) + Delta-type opioid receptor (Homo sapiens), …. activation, % at 9.3 µM. actives 0.3% (n = 340,000); in the data active means activation above about 18%;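 further: 0% = vehicle-treated cells and 100% = reference agonist; values of inactives mirror those of a sister screen read the other way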
AddAB inh: growth inhibition of E. coli expressing H. pylori AddAB, primary screen, AddAB inhibitor project, absorbance. actives 0.29% (n = 330,000). AID 435030, 2010. inhibition, % at 11.9 µM; in the data active means inhibition above about 12%;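 further: 0% = vehicle wells of infected cells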
HTR5A ag ctr: HTR5A agonists in luminescence cell assay, primary screen, counter-screen for OPRM1-OPRD1 heterodimer agonist project, full-deck HTS. 5-hydroxytryptamine receptor 5A (Homo sapiens), P47898. AID 504692, 2011. activation, % at 9.3 µM. actives 0.61% (n = 340,000). cell-based; in the data active means activation mostly above about 9.5%, no sharp cut-off; inactive means mostly below about 7.6%;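 further: 0% = cells with vehicle only and 100% = reference agonist; strong numbers were not always called active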
Target sequence (P47898 whole entry, looked up): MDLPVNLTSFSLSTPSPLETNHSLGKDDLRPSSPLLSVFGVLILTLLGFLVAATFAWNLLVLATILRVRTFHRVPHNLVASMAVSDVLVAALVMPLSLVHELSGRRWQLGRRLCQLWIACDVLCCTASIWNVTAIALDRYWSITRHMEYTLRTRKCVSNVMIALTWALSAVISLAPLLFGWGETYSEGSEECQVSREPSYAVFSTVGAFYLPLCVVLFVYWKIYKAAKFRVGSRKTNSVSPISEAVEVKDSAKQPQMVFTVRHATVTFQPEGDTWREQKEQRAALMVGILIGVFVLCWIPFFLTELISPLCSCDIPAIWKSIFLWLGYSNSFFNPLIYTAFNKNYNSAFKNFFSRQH
E coli growth: E. coli V3065 growth inhibition, primary screen, counter-screen for AddAB inhibitor project, absorbance, OD600 | actives 0.27% (n = 330,000) | 18 h | inhibition, % at 11.9 µM;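 active means inhibition above the campaign's mean inhibition across all tested compounds plus 3 SD, cut at about 9.9% in these data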;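 further: uninfected addAB+ strain grown without phage in ampicillin broth; 0% = DMSO wells and 100% = ciprofloxacin 0.95 µg/ml wells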
MOR-DOR inv ag: inverse agonists of MOR-DOR heterodimerization, primary screen, cell-based, luminescence | Mu-type opioid receptor (Homo sapiens) + Delta-type opioid receptor (Homo sapiens), … | cell-based MOR-DOR heterodimer luminescence, inverse agonism | inhibition, % at 9.3 µM | actives 0.21% (n = 340,000); in the data active means inhibition above about 22%, passing the limit was not always enough;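 further: 0% = cells with DMSO and 100% = wells without cells with DMSO; values of inactives mirror those of a sister screen read the other way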
phage Ecoli inh: growth loss of phage-infected E. coli, primary screen, RecBCD inhibitor project, absorbance, with phage, HTS | inhibition, % at 11.9 µM | actives 0.26% (n = 360,000) | AID 651602, 2012; in the data active means inhibition above about 11%
Pemphigus Ab inh: inhibitors of pemphigus antibody binding to DSG3, primary screen, biochemical, bead-based, flow cytometry, scFv-GFP | DSG3-coupled beads, scFv-anti-DSG3-GFP binding; hits give low values | binding (percent of control), % at 10 µM | actives 0.48% (n = 310,000) | Desmoglein-3 (Homo sapiens), P32926;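 active means binding more than 3 SD below its plate's average and above zero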;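 further: hits lower antibody fragment binding to DSG3; some compounds called inactive have numbers as strong as hits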
PKA-R1A act: activators of PKA-R1A holoenzyme, primary screen, biochemical, fluorescence polarization, Cy5-IP20, bovine R1A, mouse PKAc; PKA-R1A dissociation; scaled: DMSO 0%, 113 µM cGMP 100%; activation, % at 11.4 µM; actives 0.083% (n = 340,000); AID 504707, 2011;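 active means percent activation above the mean of all tested compounds plus 3 SD, cut at about 19% in these data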;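 further: higher means more PKAc released from R1A so a rise in polarization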
Mot1-301 SUMO: yeast Mot1-301 growth rescue at high temperature, primary screen, SUMOylation pathway inhibitor project, S. cerevisiae, ATP luminescence, 38.5C; S. cerevisiae Mot1-301 growth rescue; percent above DMSO median, 100 means doubled; growth rescue, % at 18.8 µM; actives 1% (n = 320,000);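 active means every valid replicate shows activation above 250% relative to neutral control wells; inactive means the rest, any valid replicate at or below 250%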;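 further: OY570 slx delta 5 strain wells were the positive control but not used for scaling; some compounds called inactive have numbers as strong as hits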
HTR5A inv ag: HTR5A inverse agonists in luminescence cell assay, primary screen, counter-screen for OPRM1-OPRD1 heterodimer inverse agonist project, full-deck HTS; 5-hydroxytryptamine receptor 5A (Homo sapiens), P47898; HTR5A cell line, inverse agonism; inhibition, % at 9.3 µM; actives 0.083% (n = 340,000); in the data active means inhibition mostly above about 23%, no sharp cut-off; inactive means mostly below about 18%;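 further: 0% = cells with DMSO and 100% = no-cell wells with DMSO; some compounds called inactive have numbers as strong as hits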
The depositor's hits bear a star; . = not tested or not shown.

Sample of the layout (two entries):
1) CCn1c(C(=O)Nc2ccsc2C(=O)OC)cc2sc(Cl)cc21
2) Cc1cc(C)nc(NS(=O)(=O)c2ccc(NC(=O)CSc3nc4ccccc4[nH]3)cc2)n1

entry no. | 1 | 2
Mot1-301 SUMO | 64 | -3
HTR5A ag ctr | 0 | 5
E coli growth | -4.1 | 0.0
PKA-R1A act | -7 | 2
MOR-DOR ag | -0.9 | -1.4
MOR-DOR inv ag | 5 | 8
PfHsp90 yeast 2 | -10 | -13
HTR5A inv ag | 1 | 12
Pemphigus Ab inh | 101 | 101
phage Ecoli inh | 0.8 | 2.1
AddAB inh | -0.4 | 3.4

The list itself (from the top)
1) CCn1c(C(=O)Nc2ccsc2C(=O)OC)cc2sc(Cl)cc21
2) Cc1cc(C)nc(NS(=O)(=O)c2ccc(NC(=O)CSc3nc4ccccc4[nH]3)cc2)n1
3) CCOc1ccccc1NC(=O)CCNS(=O)(=O)c1ccc2[nH]c(=O)oc2c1
4) O=S(=O)(NCC1OCCc2ccccc21)c1ccc(S(=O)(=O)N2CCOCC2)cc1 (centres undefined)
5) O=C(COC(=O)c1ccccc1)Nc1cccc(S(=O)(=O)N2CCOCC2)c1
6) COc1cccc(C2c3cc4c(cc3OC(NNC(N)=O)C2C)OCO4)c1O (centres undefined)
7) S=c1[nH]nc(COc2ccccc2)n1/N=C/c1cccs1
8) O=C(CS(=O)(=O)c1ccc(F)cc1)Nc1nccs1

entry no. | 1 | 2 | 3 | 4 | 5 | 6 | 7 | 8
Mot1-301 SUMO | 64 | -3 | 8 | 149 | 126 | . | 48 | 31
HTR5A ag ctr | 0 | 5 | 0 | 7 | 0 | 0 | -2 | -1
E coli growth | -4.1 | 0.0 | 0.5 | 3.5 | -0.4 | . | -1.3 | 0.3
PKA-R1A act | -7 | 2 | -7 | -6 | -3 | -8 | -11 | 3
MOR-DOR ag | -0.9 | -1.4 | -3.4 | 0.7 | -2.0 | -4.6 | -1.8 | -1.9
MOR-DOR inv ag | 5 | 8 | 17 | -4 | 10 | 20 | 10 | 9
PfHsp90 yeast 2 | -10 | -13 | 9 | 9 | 7 | -6 | 15 | 11
HTR5A inv ag | 1 | 12 | 1 | -19 | -1 | -1 | 7 | -12
Pemphigus Ab inh | 101 | 101 | 96 | 104 | 101 | 94 | 106 | 98
phage Ecoli inh | 0.8 | 2.1 | 4.0 | 1.2 | 2.5 | 3.8 | 1.7 | 1.3
AddAB inh | -0.4 | 3.4 | 2.0 | 0.8 | -0.9 | . | 2.2 | 2.5

9) O=C(CCc1nc2ccccc2c(=O)[nH]1)OCCOc1ccc(Cl)cc1
10) COc1ccc(NC(=O)NC2CCCCC2C)cc1 (centres undefined)
11) C=CCN(c1ccc(C(=O)Nc2ccc3c(c2)n(C)c(=O)n3C)cc1)S(C)(=O)=O
12) O=C(Cn1nc(-c2ccco2)ccc1=O)Nc1ccc(Cl)c(Cl)c1
13) COc1ccc(NC(=O)COC(=O)C2CCN(S(=O)(=O)c3cccs3)CC2)cc1
14) CCOC(=O)c1c(NC(=O)COC(=O)CCOc2ccc(C)cc2)sc(C(=O)N(C)C)c1C
15) Cc1ccc(S(=O)(=O)/C(C#N)=C/c2c(N3CCN(Cc4ccccc4)CC3)nc3ccccn3c2=O)cc1
16) COc1ccc(CNCCC(c2ccc(OC(C)C)cc2)c2ccccc2OC)cc1OC (centres undefined)

entry no. | 9 | 10 | 11 | 12 | 13 | 14 | 15 | 16
Mot1-301 SUMO | -13 | 1 | 0 | -1 | -3 | 76 | -4 | -2
HTR5A ag ctr | 4 | 3 | 1 | 4 | -6 | 2 | 0 | -3
E coli growth | 0.8 | -1.6 | 0.9 | 0.3 | 0.6 | 0.7 | -5.2 | -1.2
PKA-R1A act | 10 | -6 | 4 | 1 | -4 | -7 | -3 | -9
MOR-DOR ag | 1.7 | -1.2 | -1.3 | -0.4 | -1.6 | -0.7 | -0.4 | 3.5
MOR-DOR inv ag | -9 | 8 | 7 | 3 | 8 | 4 | 2 | -17
PfHsp90 yeast 2 | 15 | -10 | -5 | -25 | 9 | 27 | -6 | 9
HTR5A inv ag | 7 | 19 | -8 | -11 | -21 | -6 | 9 | 9
Pemphigus Ab inh | 96 | 103 | 92 | 97 | 101 | 109 | 102 | 101
phage Ecoli inh | 4.3 | 3.3 | -0.5 | 2.3 | -2.5 | -0.4 | 0.5 | 3.4
AddAB inh | 0.7 | 1.7 | -0.5 | 5.2 | 2.1 | 0.2 | 0.3 | 0.2

17) Cc1ccc(S(=O)(=O)N2CCOCC2)cc1C(=O)N1CCN(S(=O)(=O)c2cccc(F)c2)CC1
18) c1ccc(N=Nc2ccc3cccccc2-3)cc1
19) CCN1CCN(Cc2ccc(NC(=O)Nc3ccccc3Cl)cc2)CC1
20) O=C(CSc1ccc(-c2ccc(Br)cc2)nn1)NC1CCCC1
21) COc1cc(NC(=O)C(C)C)ccc1NC(=O)c1ccco1
22) COc1ccccc1N1C(=O)CC(Sc2nc(C)cc(C)n2)C1=O (centres undefined)
23) CCOC(=O)C/C(C)=N/NC(=O)CN(c1ccc(Br)cc1)S(=O)(=O)c1ccccc1
24) CC(=O)Nc1cc(C(=O)N2CCc3ccccc3C2)ccc1Sc1ccc(C)cc1

entry no. | 17 | 18 | 19 | 20 | 21 | 22 | 23 | 24
Mot1-301 SUMO | -14 | 22 | -1 | 8 | 41 | -17 | -5 | 36
HTR5A ag ctr | -1 | 3 | 5 | 5 | -4 | 5 | -1 | -3
E coli growth | 0.1 | 1.9 | 1.3 | 1.4 | 0.7 | -2.5 | 1.6 | 0.9
PKA-R1A act | -9 | -6 | 0 | -8 | -6 | 2 | -10 | -4
MOR-DOR ag | 2.0 | 6.5 | 0.2 | -1.4 | 1.9 | -2.1 | 1.0 | 1.5
MOR-DOR inv ag | -8 | -33 | -1 | 7 | -12 | 12 | -5 | -8
PfHsp90 yeast 2 | -4 | -1 | 19 | 1 | -5 | -4 | 26 | -6
HTR5A inv ag | 3 | -11 | -16 | -13 | 11 | -13 | 7 | 11
Pemphigus Ab inh | . | 105 | 106 | 93 | 79 | 106 | 94 | 99
phage Ecoli inh | -0.1 | 0.9 | 3.0 | 1.7 | 3.9 | -0.4 | 2.9 | 3.1
AddAB inh | 0.6 | 3.1 | 5.8 | 4.9 | 2.6 | -4.3 | 2.0 | 6.2

25) O=C1C(c2ccccc2)C(c2ccccc2)NC(c2ccccc2)C1c1ccccc1 (centres undefined)
26) COc1ccc(C(=O)Nc2ccccc2-c2nnn(CC(=O)NCc3ccco3)n2)cc1
27) CCNC(=O)NC(=O)C(C)OC(=O)C1CCN(S(=O)(=O)c2ccc(C)c(C)c2)CC1 (centres undefined)
28) Cc1nonc1NC(=O)c1oc2ccccc2c1C
29) Cc1nn(C)c(C)c1C1C(C#N)=C(N)Oc2n[nH]c(C)c21 (centres undefined)
30) Cc1nc2cc(NC(=O)c3ccc(S(=O)(=O)N(C)c4ccccc4)cc3)ccc2o1
31) NS(=O)(=O)c1ccc(CCNC(=O)C2CCN(S(=O)(=O)c3cnc[nH]3)CC2)cc1
32) COc1ccc(/C=N/NC(=O)C[n+]2ccccc2)c(OC)c1OC

entry no. | 25 | 26 | 27 | 28 | 29 | 30 | 31 | 32
Mot1-301 SUMO | -5 | . | 7 | 1 | -9 | 20 | 4 | -4
HTR5A ag ctr | -2 | 3 | 3 | -5 | 3 | 2 | 2 | 10
E coli growth | 0.0 | -0.8 | 0.5 | 0.3 | -1.1 | -0.6 | -0.7 | -2.0
PKA-R1A act | 6 | -14 | 6 | -11 | 8 | 2 | -6 | -4
MOR-DOR ag | 3.5 | 2.4 | -0.7 | 1.1 | -2.0 | 1.4 | -1.5 | -3.0
MOR-DOR inv ag | -18 | -14 | 4 | -5 | 10 | -11 | 9 | 15
PfHsp90 yeast 2 | -11 | -3 | -3 | -12 | 23 | -6 | 24 | -14
HTR5A inv ag | -8 | -23 | 16 | 6 | 3 | 0 | 17 | -19
Pemphigus Ab inh | 96 | 91 | 85 | 104 | 98 | 118 | 104 | 107
phage Ecoli inh | 1.7 | 0.6 | 1.5 | 3.2 | 1.8 | 1.6 | 3.0 | 1.2
AddAB inh | 2.1 | 0.9 | 0.7 | 2.7 | -0.3 | 3.3 | 1.7 | 0.4

Brought forward from above: 3 entries, followed by the next part.
30) Cc1nc2cc(NC(=O)c3ccc(S(=O)(=O)N(C)c4ccccc4)cc3)ccc2o1
31) NS(=O)(=O)c1ccc(CCNC(=O)C2CCN(S(=O)(=O)c3cnc[nH]3)CC2)cc1
32) COc1ccc(/C=N/NC(=O)C[n+]2ccccc2)c(OC)c1OC
33) CN1CCN(CCc2nc3cc(NC(=O)COc4ccc([N+](=O)[O-])cc4)ccc3n2C)CC1
34) COc1ccc(-c2ccc(SCC(=O)NCc3ccco3)nn2)cc1OC
35) Clc1ccc(C2=NN=C3COc4ccccc4N3C2)cc1
36) CCOc1ccc(S(=O)(=O)NC(=O)c2ccccc2)cc1
37) Cc1csc(NC(=O)CCC(=O)N(CC(=O)NC2CCCC2)Cc2ccco2)n1
38) O=C(O)COc1ccc2nsnc2c1Cl
39) O=C(CCNC(=O)N1CC(=O)Nc2ccccc21)Nc1ccc(F)c(Cl)c1
40) O=C(O)CCCNC(=O)c1cncc(Br)c1

entry no. | 30 | 31 | 32 | 33 | 34 | 35 | 36 | 37 | 38 | 39 | 40
Mot1-301 SUMO | 20 | 4 | -4 | 1 | 24 | -3 | 2 | -9 | -10 | 2 | 0
HTR5A ag ctr | 2 | 2 | 10 | -1 | -1 | -3 | -3 | -1 | -8 | -4 | 3
E coli growth | -0.6 | -0.7 | -2.0 | 0.7 | -1.0 | -0.9 | 1.7 | 2.3 | 0.9 | 0.2 | -5.8
PKA-R1A act | 2 | -6 | -4 | 10 | 3 | -8 | -10 | -2 | 2 | -12 | -7
MOR-DOR ag | 1.4 | -1.5 | -3.0 | -3.0 | -0.8 | 0.5 | -1.7 | -2.8 | -2.4 | -2.2 | -3.6
MOR-DOR inv ag | -11 | 9 | 15 | 16 | 4 | -4 | 9 | 15 | 12 | 11 | 15
PfHsp90 yeast 2 | -6 | 24 | -14 | -23 | 0 | -7 | -2 | -16 | . | -2 | -3
HTR5A inv ag | 0 | 17 | -19 | -15 | -1 | -49 | 1 | -14 | 16 | 14 | -4
Pemphigus Ab inh | 118 | 104 | 107 | 97 | 102 | 107 | . | 95 | 106 | 124 | 118
phage Ecoli inh | 1.6 | 3.0 | 1.2 | 0.3 | 2.2 | 1.8 | 1.0 | 2.3 | 2.5 | 1.2 | 1.7
AddAB inh | 3.3 | 1.7 | 0.4 | 1.7 | 2.8 | -0.7 | 1.8 | 2.7 | 6.8 | 2.7 | 0.7
